PKA-R2B act – activators of human PKA-R2B complex | 0.079% of 340,000 active | AID 504700 | PKA-R2B holoenzyme dissociation, Cy5-IP20 fluorescence polarization; R2B truncated from residue 108, S112A mutant; 0% DMSO only, 100% 113 µM cGMP | activation, % at 11.4 µM;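 active = activation above a cutoff set at the mean over all compounds plus 3 SD, cut at about 18% in these data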;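 also: higher means more holoenzyme dissociation and a rise in polarization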
Target sequence (P31323 whole entry, looked up, other chains not shown, the tested form may be a part): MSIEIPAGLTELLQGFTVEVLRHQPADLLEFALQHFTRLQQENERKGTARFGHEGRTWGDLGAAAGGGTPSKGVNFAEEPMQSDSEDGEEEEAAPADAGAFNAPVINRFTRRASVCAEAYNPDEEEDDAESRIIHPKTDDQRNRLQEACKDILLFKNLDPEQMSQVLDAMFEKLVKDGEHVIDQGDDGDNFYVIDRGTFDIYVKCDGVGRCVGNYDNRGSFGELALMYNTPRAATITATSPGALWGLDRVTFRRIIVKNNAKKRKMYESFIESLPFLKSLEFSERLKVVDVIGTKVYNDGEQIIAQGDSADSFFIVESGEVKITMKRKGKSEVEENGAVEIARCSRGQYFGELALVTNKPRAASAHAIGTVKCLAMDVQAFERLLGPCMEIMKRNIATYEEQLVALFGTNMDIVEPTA
SR-BI HDL uptake – mouse SR-BI HDL lipid transfer inhibition | 0.96% of 320,000 active | Q61009 | ldlA[mSR-BI] CHO cells, DiI-HDL uptake fluorescence, 3 h | AID 488896 | inhibition, % at 12.5 µM;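 active = mean replicate inhibition of at least 70% and a set share of replicates each scoring 70 or more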;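 also: 0% = median of neutral control wells and 100% = median of positive control wells; values of inactives mirror those of a sister screen read the other way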
Target sequence (Q61009 whole entry, looked up): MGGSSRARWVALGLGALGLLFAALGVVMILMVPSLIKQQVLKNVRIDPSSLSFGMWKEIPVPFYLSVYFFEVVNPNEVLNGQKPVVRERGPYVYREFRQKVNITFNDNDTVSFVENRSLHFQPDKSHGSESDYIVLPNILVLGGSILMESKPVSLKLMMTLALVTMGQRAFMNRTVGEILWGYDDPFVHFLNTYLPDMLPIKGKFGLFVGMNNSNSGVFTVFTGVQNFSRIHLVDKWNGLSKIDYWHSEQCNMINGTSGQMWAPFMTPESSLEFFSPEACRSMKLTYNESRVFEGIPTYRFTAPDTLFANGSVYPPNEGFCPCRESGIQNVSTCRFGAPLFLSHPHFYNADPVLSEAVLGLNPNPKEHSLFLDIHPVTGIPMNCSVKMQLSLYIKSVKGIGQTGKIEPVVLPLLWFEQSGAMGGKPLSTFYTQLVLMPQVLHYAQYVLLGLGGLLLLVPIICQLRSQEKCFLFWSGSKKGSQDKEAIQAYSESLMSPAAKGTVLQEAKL
PvdQ inh – P. aeruginosa PvdQ acylase inhibition | purified PvdQ acylase, fluorescence plate reader | inhibition, % at 10 µM | 0.063% of 340,000 active; in the data active = inhibition above about 30%, passing the limit was not always enough;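 also: 0% = vehicle neutral wells and 100% = reference inhibitor wells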
DAGLB inhibitor – diacylglycerol lipase beta (human) inhibition; Q8NCG7; HEK293T DAGLB membrane lysate, EnzChek fluorogenic substrate; inhibition, % at 5.17 µM; 0.059% of 340,000 active; AID 504411; in the data active = inhibition above about 34%;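 also: 0% = enzyme with vehicle and 100% = wells lacking enzyme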
SR-BI uptake up – activators of SR-BI mediated HDL lipid uptake; CHO ldlA[mSR-BI] cells, DiI-HDL uptake fluorescence, 3 h; 100 = double the neutral-control signal; activation, % at 12.5 µM; 0.096% of 320,000 active; AID 504775;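 active = mean replicate activation of at least 60% and every replicate at or above 60%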;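 also: 0% = median plate neutral-control signal and 100% = twice that signal; values of inactives mirror those of a sister screen read the other way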
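Test system: SR-BI-overexpressing, LDLR-lacking CHO cells; Also added: labelled HDL, 10 µg/mL; Measured by: bottom-read cell fluorescence after medium removal, ex 550/em 595 nm; Timing: 3 h uptake period with compound, 37 °C; Buffer or medium: F12, 0.5% BSA, 25 mM HEPES; Doses: single compound concentration, delivered by pin transfer.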
Cardiac RTF inh – cardiac RTF calcium desensitization; inhibition, % at 7.15 µM; 0.12% of 340,000 active; IANBD-labeled cardiac RTF, Ca2+ fluorescence; P19429+P45379; AID 493244;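 active = inhibition above the mean inhibition of all tested compounds plus 3 SD, cut at about 17% in these data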;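 also: assay run at fixed EC70 calcium of 1.6 mM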
NSD2 inh – inhibitors of human histone methyltransferase NSD2 | O96028 | NSD2 peptide methylation, AlphaScreen, 120 min | inhibition, % at 12.5 µM | 0.54% of 310,000 active; in the data active = inhibition above about 50%
Arr AP2 block – blocks beta-arrestin peptide binding to AP2 adaptin; inhibition, % at 10 µM; 0.31% of 340,000 active; FITC-arrestin peptide / GST-AP2 beads, flow cytometry; AP2 beta2 appendage carries R879A mutation;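 active = inhibition above a set limit, near 3 SD of compounds lacking own fluorescence, cut at about 54% in these data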;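 also: plate controls were DMSO wells for no effect and 5 µM unlabelled arrestin peptide for full effect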
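System: GST-AP2 R879A glutathione beads. Medium: PBS with 0.05% Tween 20 and 0.1% BSA. Also added: FITC-arrestin peptide, 50 nM. Incubation: 12 min plus 1 h, RT. Measured by: high-throughput flow cytometry of beads, ex 488, em 535 nm. Evaluation: percent drop in bead-associated FITC signal.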
Keap1 Nrf2 FP – disrupts human Keap1 binding to Nrf2 peptide | Keap1 Kelch-Nrf2 peptide fluorescence polarization, 1536-well | inhibition, % at 9.4 µM | 0.15% of 340,000 active | AID 504523; in the data active = inhibition above about 12%;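 also: human Keap1 Kelch domain with fluorescein labeled Nrf2 9mer peptide probe; 0% = neutral control wells and 100% = peptide positive control; higher means more block of Keap1 binding to Nrf2 peptide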
LANA DNA inh – inhibitors of KSHV LANA C-terminal domain DNA binding; inhibition, % at 9 µM; 0.078% of 340,000 active; MBP-C-LANA/FAM-LBS DNA binding, fluorescence polarization;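 active = highest replicate inhibition at or above 60% at 9 µM, even if other replicates fall short; inactive = all replicates below 60% inhibition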;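 also: 0% = neutral control wells and 100% = 4 µM acridine orange control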
* = called active by the depositor; . = no result given. Compounds were not picked by outcome; any-hit rate near 2.1%.

SMILES	PKA-R2B act	SR-BI HDL uptake	PvdQ inh	DAGLB inhibitor	SR-BI uptake up	Cardiac RTF inh	NSD2 inh	Arr AP2 block	Keap1 Nrf2 FP	LANA DNA inh
O=C1CC(NCC2CCCO2)C(=O)N1c1ccc(Cl)cc1 (centres undefined)	6	-16	-10	4	16	-2	1	7	0	-0.3
CCC(c1c(C)[nH]oc1=O)c1c(C)[nH]oc1=O	-2	-23	7	-1	23	-3	-2	12	-6	-2.2
COc1ccc(N2CCOCC2)c(NC(=O)COc2cccc(C)c2)c1	-4	61	-10	-2	-61	-2	1	-2	-5	3.5
Cc1cc(C)nc(CC(N)=O)n1	2	-23	-14	-2	23	-7	-1	2	5	1.1
COc1cc(C(=O)N=C2SC3CS(=O)(=O)CC3N2c2ccccc2)cc(OC)c1OC (centres undefined)	-9	-7	-8	-3	7	4	-5	-10	3	0.5
CN(CC(=O)Nc1cccc(Cl)c1)C1=NS(=O)(=O)c2ccccc21	-13	-21	-13	0	21	-1	-7	11	-4	0.4
Fc1ccc(-n2nnc(-c3ccccc3)n2)cc1	8	3	-4	3	-3	-6	-2	34	-4	-2.5
C[C@@H]1NS(=O)(=O)c2cc(Cl)ccc2O[C@@H]1c1ccccc1	3	34	-3	-3	-34	-2	.	10	3	-2.8
O=C(CSc1nc(=O)n2ccccc2n1)N1CCCCCC1	-4	-9	0	3	9	-4	-1	-6	2	-0.1
CCOc1ccccc1NC(=O)C(CC(C)C)NC(=O)C1CCCCC1 (centres undefined)	-1	49	-15	-4	-49	-6	-2	-4	-4	-1.5
O=C(COC(=O)C1(c2ccccc2F)CCCC1)Nc1ncc(C(F)(F)F)cc1Cl	-14	28	-14	-9	-28	-1	-5	-4	-5	-0.8
COc1ccc(Nc2nc(N)nc(CCl)n2)cc1	-8	.	-16	1	.	0	0	0	-10	0.5
Cc1onc(-c2ccccc2)c1C(=O)Nc1nc(-c2ccc(F)c(F)c2)cs1	-3	60	-12	-6	-60	-2	1	1	-4	-2.4
COc1ccc(CNC(=O)c2cnc3cc(C)ccn3c2=O)cc1	12	-10	0	-1	12	-2	.	18	-12	-0.8
COc1ccc(OC(C)C(=O)Nc2cccc([N+](=O)[O-])c2)cc1 (centres undefined)	-5	16	8	-1	-16	2	1	26	1	0.4
CC1CC(C)CN(S(=O)(=O)N2CCCC(C(=O)NCCc3ccccc3)C2)C1 (centres undefined)	9	22	-13	-4	-22	-4	-6	-1	1	0.1
O=C(CN1CCC(C(=O)c2ccc3c(c2)OCCO3)CC1)NCc1ccc(F)cc1	-1	9	6	-3	-9	0	11	27	-3	-1.7
CS(=O)(=O)N1CCN(c2ccc([N+](=O)[O-])c(SCc3ccco3)c2)CC1	.	16	12	.	-16	.	2	22	4	1.0
CN(C)CCN(C(=O)/C=C/c1cccs1)c1nc2c(F)cc(F)cc2s1	1	-25	-5	-8	25	-26	1	-9	-3	-0.3
Cc1[nH]nc2c1C(Cc1ccccc1)C(C#N)=C(N)O2 (centres undefined)	-4	-12	-10	-3	12	-17	0	-8	-2	0.3
Cc1cccc(C)c1NC(=O)CSc1nnc(C2CCCCC2)o1	-3	0	-8	0	0	2	4	20	-1	0.2
CN(CC(=O)Nc1ccccc1Br)C(=O)C(Cc1ccccc1)NC(=O)c1ccccc1 (centres undefined)	9	-22	-11	1	22	0	32	-4	-2	1.1
CCOC(=O)c1c(C)oc2c1c(C=NC1CCS(=O)(=O)C1)c(O)c1ccccc12 (centres undefined)	-10	0	-7	0	0	-3	88*	6	-7	4.3
Cn1cccc1C(=O)NC(=O)COC(=O)c1cc(S(=O)(=O)N2CCCCC2)ccc1Cl	.	81*	-1	.	-81	.	-2	-4	1	0.4
CCN(Cc1cc(=O)oc2cc(C)ccc12)c1ccccc1	-8	46	10	-5	-46	0	1	28	-2	0.1

Next section; it opens with the 5 that closed the last part.
SMILES	PKA-R2B act	SR-BI HDL uptake	PvdQ inh	DAGLB inhibitor	SR-BI uptake up	Cardiac RTF inh	NSD2 inh	Arr AP2 block	Keap1 Nrf2 FP	LANA DNA inh
Cc1cccc(C)c1NC(=O)CSc1nnc(C2CCCCC2)o1	-3	0	-8	0	0	2	4	20	-1	0.2
CN(CC(=O)Nc1ccccc1Br)C(=O)C(Cc1ccccc1)NC(=O)c1ccccc1 (centres undefined)	9	-22	-11	1	22	0	32	-4	-2	1.1
CCOC(=O)c1c(C)oc2c1c(C=NC1CCS(=O)(=O)C1)c(O)c1ccccc12 (centres undefined)	-10	0	-7	0	0	-3	88*	6	-7	4.3
Cn1cccc1C(=O)NC(=O)COC(=O)c1cc(S(=O)(=O)N2CCCCC2)ccc1Cl	.	81*	-1	.	-81	.	-2	-4	1	0.4
CCN(Cc1cc(=O)oc2cc(C)ccc12)c1ccccc1	-8	46	10	-5	-46	0	1	28	-2	0.1
O=c1[nH]c(Nc2ccc(F)cc2)cc2ccccc12	12	2	-3	-6	-2	2	97*	1	0	7.0
CC1CC(C)(C)NC(=S)N1CC(=O)N1CCN(Cc2ccc3c(c2)OCO3)CC1 (centres undefined)	-9	4	-4	-1	-4	-2	-1	4	3	2.1
O=C(NCC1CCCO1)c1ccc2c(=O)n(Cc3ccco3)c(SCC(=O)N3CCCC3)nc2c1 (centres undefined)	-4	-5	-18	3	5	-6	.	-9	-1	-0.6
CN(C)S(=O)(=O)c1ccc(Cl)c(C(=O)NNC(=O)c2ccc3c(c2)OCO3)c1	10	-2	-7	-2	2	-5	-2	9	-2	1.4
COC1CCC2(C)C(=CCC3C4CC(O)CC4(C)CCC32)C1 (centres undefined)	-1	-13	-11	-8	13	6	-1	9	-5	-1.8
Cc1ccc(OCCCC(=O)Nc2cc(Cl)ccc2-n2cncn2)cc1	-2	12	-7	-1	-12	-15	-6	-10	-1	1.4
C#CCOCCOCCOCCNc1nc(N2CCOCC2)nc(N2CCN(C(=O)CCCCCCCCCCNC(=O)[C@@H](CCSC)n3cc(CCO)nn3)CC2)n1	3	36	-2	-6	-36	4	.	8	7	0.5
Cc1ccc2c(c1)N(CCC(=O)NCC1COc3ccccc3O1)C(=O)CO2 (centres undefined)	-7	-7	-16	2	7	-6	1	-6	-3	-1.3
O=C(CCn1cccc1)NCc1ccc2c(c1)OCO2	1	-38	10	4	38	-11	2	13	-2	0.4
O=C(O)CSc1nnc(COc2cccc3cccnc23)n1-c1ccc(Cl)cc1	-4	-10	-11	0	10	-9	-2	-24	-4	-1.1
Cc1ccc(-c2nc(CS(=O)(=O)CC(=O)NCCCN3CCOCC3)c(C)o2)cc1	-9	6	4	-3	-6	-9	0	-10	2	7.2
Cc1ccc(NC(=O)CN(C)C(=O)C2CC(=O)N(Cc3ccccc3)C2)cc1 (centres undefined)	11	-10	-15	-1	10	-13	-1	10	-2	-1.4
COCCCNC(=O)CN(CCc1ccccc1)S(=O)(=O)c1ccc(OC)cc1	4	0	5	1	0	4	2	40	3	-0.4
Cc1ccc(S(=O)(=O)NC(=O)N2CCCC2)cc1	1	-9	-11	0	9	-3	-1	7	-2	2.0
O=C(NCCCN1CCOCC1)c1ccc(Cl)cc1[N+](=O)[O-]	8	-16	-13	-1	16	-23	-4	22	2	-1.6
O=C1CCN(Cc2ccccc2)S(=O)(=O)c2ccc(F)cc21	-7	-6	-17	0	6	-12	.	1	-1	-0.9
Cc1csc(NC(=O)c2sccc2C)n1	10	13	-2	-10	-13	-13	26	2	0	2.0
CCOC(=O)c1sc(NC(=O)CSc2nnc(C(C)C)n2C)nc1C	1	-4	-11	1	4	-1	-6	-4	0	0.2
CCN(CC)S(=O)(=O)c1ccc(Cl)c(NC(=O)COc2ccc(OC)cc2[N+](=O)[O-])c1	-9	7	-3	1	-7	-6	-2	-13	4	1.4
COc1ccc(Cc2n[nH]c(=S)o2)cc1	-7	-34	6	3	34	1	1	-15	-3	22
Cc1cc(C)n(C(=O)c2ccc(Cl)c(F)c2F)n1	-2	-7	-14	-4	7	7	-2	-3	-4	0.8
O=C(NCCCN1CCOCC1)C1CC(=O)N(C2CCCCC2)C1 (centres undefined)	3	-14	9	1	14	-3	5	11	3	-0.9
O=C(CC1CCCC1)NNC(=O)c1ccc(Br)cc1	-13	10	-1	-1	-10	-7	-1	0	-2	3.0
Cc1ccc(CN2CCN(CC(=O)NCc3ccccc3)CC2)cc1	7	-2	6	0	2	3	1	8	0	-0.7
CCn1c(=O)n(CC(=O)Nc2cc(OC)c(OC)c(OC)c2)c(=O)c2ccccc21	3	-2	7	-3	2	-3	-1	14	0	0.4

Carrying on:
SMILES	PKA-R2B act	SR-BI HDL uptake	PvdQ inh	DAGLB inhibitor	SR-BI uptake up	Cardiac RTF inh	NSD2 inh	Arr AP2 block	Keap1 Nrf2 FP	LANA DNA inh
Cc1cccc(C(=O)O/N=C/c2ccc(Br)cc2)c1	-6	-12	-7	-20	12	0	-1	-8	1	0.5
Cn1cc(C(=O)N/N=C/C=C/c2ccccc2)ccc1=O	7	-33	1	1	33	14	-1	9	-6	-0.8
COc1cccc(C2c3[nH]c4ccccc4c3C[C@H]3C(=O)N(c4ccccc4C(=O)N4CCCC4C(=O)O)C(=O)N23)c1 (some centres undefined)	3	-8	-12	4	8	0	.	3	-1	6.5
CCOC(=O)CNC(=O)C(Cc1ccccc1)NS(=O)(=O)c1ccc2c(c1)CCC(=O)N2 (centres undefined)	-11	-8	-9	-2	8	0	-3	-10	-4	-1.1
CCOC(=O)C(Cc1ccccc1)NC(=O)CNC(=O)CNC(=O)OCc1ccccc1 (centres undefined)	1	-11	-15	0	11	-5	-1	6	-2	0.8
COc1cc(CNCc2ccccn2)ccc1OCc1ccc(Cl)cc1Cl	-5	13	2	4	-13	-4	15	11	4	-2.2
O=C(Cc1ccc(Br)cc1)Nc1ccccc1Sc1ccccc1	-14	19	-7	-17	-19	-4	-5	-10	-1	-1.5
CC(=O)c1ccc(C(=O)N2CCC(n3nccc3NC(=O)C3CC3)CC2)cc1	-2	-19	-16	0	19	4	0	-3	6	1.0
COc1ccc(CCNC(=O)CCCn2ncn3c(cc4occc43)c2=O)c(OC)c1	-6	9	-13	1	-9	-13	-3	4	-2	1.3
COC(=O)Nc1ccc(Cn2cc(C(F)(F)F)ccc2=O)cc1	.	-11	-8	.	11	.	-3	-1	-4	0.5
Cc1ccc(-c2cc(C(=O)NCc3ccco3)c3ccccc3n2)s1	3	24	-7	-6	-24	-11	-2	-1	2	-0.6
CCOC(=O)CSc1nnc2n1C(C)(C)Cc1ccccc1-2	3	-3	1	-1	3	1	-1	14	3	-0.2
COc1ccc(NC(=O)C(=O)NCCN2CCN(C(=O)c3ccc(C(C)(C)C)cc3)CC2)cc1	3	77*	-15	3	-77	-11	.	-4	-6	0.4
CC1CCC(NC(=O)COC(=O)c2n[nH]c(=O)c3ccccc23)CC1 (centres undefined)	4	-15	-6	3	15	-4	1	-3	-5	1.0
